EPAC1 agonist = qHTS for Agonist of cAMP-regulated guanine nucleotide exchange factor 3 (EPAC1): primary screen. Rap guanine nucleotide exchange factor 3 (Homo sapiens), O95398. EPAC1 agonist qHTS, biochemical assay; response scale: 100% = response to 6.5 mM cAMP. Potency, µM (top dose mostly 154 µM), for inactives: top-dose activation, hits mostly activators. actives 0.073% (n = 360,000); note: potency is the fitted concentration of half-maximal effect; nearly all actives have a fitted effect of over 60% in size
Target sequence (O95398 whole entry, looked up): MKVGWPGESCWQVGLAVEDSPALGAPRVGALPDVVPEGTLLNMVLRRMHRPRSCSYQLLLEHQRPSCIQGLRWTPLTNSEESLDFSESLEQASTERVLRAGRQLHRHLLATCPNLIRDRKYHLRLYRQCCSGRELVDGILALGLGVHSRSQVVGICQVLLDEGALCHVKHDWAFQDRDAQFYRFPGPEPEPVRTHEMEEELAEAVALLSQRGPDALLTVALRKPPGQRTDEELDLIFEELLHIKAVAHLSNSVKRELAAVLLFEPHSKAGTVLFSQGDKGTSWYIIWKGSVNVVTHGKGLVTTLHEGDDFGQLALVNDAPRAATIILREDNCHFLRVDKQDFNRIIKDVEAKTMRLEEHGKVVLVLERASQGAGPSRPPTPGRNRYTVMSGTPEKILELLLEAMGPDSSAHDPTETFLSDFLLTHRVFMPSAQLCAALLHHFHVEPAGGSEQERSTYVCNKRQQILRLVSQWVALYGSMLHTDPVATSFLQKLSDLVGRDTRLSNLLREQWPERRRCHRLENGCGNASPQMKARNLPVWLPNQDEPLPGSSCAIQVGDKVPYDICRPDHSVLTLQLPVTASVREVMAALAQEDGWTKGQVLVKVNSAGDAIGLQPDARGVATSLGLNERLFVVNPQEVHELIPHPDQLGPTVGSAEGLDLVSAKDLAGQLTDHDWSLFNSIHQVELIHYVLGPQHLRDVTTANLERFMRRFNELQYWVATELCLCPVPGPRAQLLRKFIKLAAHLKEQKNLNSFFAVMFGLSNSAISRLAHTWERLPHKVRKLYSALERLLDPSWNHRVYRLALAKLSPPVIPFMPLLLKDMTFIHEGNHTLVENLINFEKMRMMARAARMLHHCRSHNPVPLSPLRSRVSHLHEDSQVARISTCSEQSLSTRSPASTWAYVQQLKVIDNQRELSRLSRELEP
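Multi-concentration qHTS readout: loss of Rap1B-bound BODIPY-GDP fluorescence driven by 100 nM EPAC1 with excess GDP (50 uM), monitored kinetically at room temperature; agonist response expressed relative to 6.5 mM cAMP.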
WRN inhibitor = qHTS for Inhibitors of WRN Helicase; Potency, µM (doses to about 114 µM), inactives show at the highest dose activity change, negative = inhibition, most hits filed as inhibitors; AID 651768, 2012; WRN helicase unwinding, fluorescent forked duplex, kinetic; Bifunctional 3'-5' exonuclease/ATP-dependent helicase WRN (Homo sapiens), Q14191; actives 0.46% (n = 360,000); note: potency is the fitted concentration of half-maximal effect; % is set by controls: 0 for no effect and ±100 for the full control effect; nearly all actives have a fitted effect of over 55% in size
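Screening of the MLSMR collection measured strand separation of a quenched forked DNA duplex (100 nM) by 20 nM WRN with 2 mM ATP, all final. Compounds were preincubated with enzyme 15 min at room temperature.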
PLK1 PBD inh = qHTS for Inhibitors of PLK1-PDB (polo-like kinase 1 - polo-box domain): Primary Screen; Plk1 PBD binding of FITC phosphopeptide, fluorescence polarization; Potency, µM, inactives show max response, negative = inhibition, actives largely listed as inhibitors; actives 2.8% (n = 360,000); AID 720504, 2013; note: potency is the fitted concentration of half-maximal effect; series mostly up to about 57 µM; % is set by controls: 0 for no effect and ±100 for the full control effect; nearly all actives have a fitted effect of over 65% in size
Abeta rescue = qHTS for compounds that reverse cellular toxicity of Amyloid beta (A-beta) peptide in yeast: Primary Screen; yeast expressing A-beta42, growth rescue, OD600, 48 h; response scale: 0% DMSO, 100% iron-clioquinol control; Potency, µM (doses to about 46.1 µM), inactives show top-dose growth rescue, most hits filed as activators; actives 0.063% (n = 410,000); AID 1347071, 2019; note: potency is the fitted concentration of half-maximal effect; nearly all actives have a fitted effect of over 55% in size
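Yeast A-beta toxicity model in growth medium with pinned compounds, 48 h at 30 C; growth read as absorbance at 600 nm. Normalized to FeCl3/clioquinol equimolar mix (positive) and DMSO (negative).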
FUS yeast rescue = qHTS for Suppressors of FUS Proteinopathy: Primary screen using FUS-linked yeast assay. S. cerevisiae FUS-expressing, growth rescue, OD600, 24 h. Potency, µM (series often up to 76.6 µM), for the others: at the top dose growth rescue (activation), hits mostly activators. actives 0.24% (n = 390,000);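 note: potency is the fitted concentration of half-maximal effect; plate controls were DMSO vehicle for no effect and reference control for full effect; nearly all actives have a fitted effect of over 55% in size; some results filed as inactive show a strong effect at the top dose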
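Toxicity suppression screen in FUS-yeast. Cells induced with 2% galactose, starting OD 0.005, treated 24hr at 30C with compounds at multiple final concentrations; growth by OD600.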
aSyn rescue = qHTS of alpha-syn Inhibitors | Yeast expressing alpha-synuclein, growth rescue, BacTiter-Glo, 24 h | Potency, µM (titrated, usually from 46.1 µM), inactives show top-dose growth rescue (activation), usual class: activators | actives 0.14% (n = 370,000); note: potency is the fitted concentration of half-maximal effect; % of control where 0% means no effect; nearly all actives have a fitted effect of over 65% in size
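Readout is rescue of growth in alpha-synuclein-expressing yeast, so inhibitors of toxicity appear as activators. Growth after 24 hr at 30 deg C in galactose medium is quantified by luminescence.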
PI5P4K alpha inh = qHTS for Inhibitors of phosphatidylinositol 5-phosphate 4-kinase (PI5P4K); actives 1.2% (n = 330,000); Phosphatidylinositol 5-phosphate 4-kinase type-2 alpha (Homo sapiens), P48426; AID 652105, 2013; PI5P4Kalpha enzyme, ADP-Glo luminescence, 60 min; active compounds read low; max response, %; active = max response of -50% or lower; inconclusive = between -30% and -50%; inactive = -30% or higher; note: value at the top dose of about 77 µM; % is set by controls: 0 for no effect and ±100 for the full control effect
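Enzyme plus substrate dispensed, test compounds pinned in, then ATP (5 microM final) added. After 60 min at RT, ADP-Glo reagent 1 for 45 min and reagent 2 for 30 min preceded luminescence imaging.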
EPAC1 antag = qHTS for Antagonist of cAMP-regulated guanine nucleotide exchange factor 3 (EPAC1): primary screen; EPAC1 GEF assay, Rap1b-BODIPY-GDP exchange fluorescence; Potency, µM (titrated, usually from 115 µM), inactives show at the highest dose activity change, negative = inhibition, most hits filed as inhibitors; actives 0.14% (n = 360,000); AID 720709, 2013;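 note: potency is the fitted concentration of half-maximal effect; plate controls were vehicle for no effect and positive control for full effect; nearly all actives have a fitted effect of over 50% in size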
IL2 activator = qHTS of IL-2 Activators; IL-2 activation reporter assay, cell-based qHTS; stimulated with anti-CD3/CD4/CD28 beads; in transgenic mouse T cells; activation, % (series mostly up to about 46 µM); actives 0.065% (n = 360,000); in the data active = activation above about 50%; inconclusive = mostly about 30% to 49%; note: 0% is about no effect
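Readout is EGFP and DsRed signal by fluorescent plate cytometry after 18 h at 37 degrees C. Transgenic mouse T cells (750/well) received compound for 60 min before bead stimulation (anti-CD3, anti-CD4, anti-CD28); memory T cells served as non-tolerant control.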
* = called active by the depositor; ? = inconclusive; . = not tested or not shown; & = joins results of further samples; [ ] = another dose, or the depositor's remark. Unless noted, calls come from the whole dose curve; as a rule, active = well fitted curve in the direction sought with a large enough effect; inconclusive = small, poorly fitted or top-dose-only effect, or another doubt; inactive = no such curve, though single readings can be large; an effect the other way counts as inactive or inconclusive. Rows are unselected. Share with any hit: about 4.1%.

entry | mol | aSyn rescue | WRN inhibitor | EPAC1 antag | PI5P4K alpha inh | EPAC1 agonist | PLK1 PBD inh | Abeta rescue | FUS yeast rescue | IL2 activator
1 | Cc1cc(=O)n2cc(-c3ccccc3)nc2[nH]1 | . | -2% | 12% | -2 | -2% | 3% | -2% | -10% | -1.6
2 | CCCSc1ccc([C@@H]2[C@@H]3C(=O)N(CC)C(=O)[C@@H]3[C@]3(C(=O)OC)CCCCN23)cc1OC | 10% | -8% | -8% | 5 | 1% | -7% | 12% | ? | 2.3
3 | NS(=O)(=O)c1ccc(NC(=O)COC(=O)CN2C(=O)C3CC=CCC3C2=O)cc1 (stereo not drawn) | 4% | 1% | 4% | 3 | 0% | 0% | -4% | -9% | 1.1
4 | COc1ccc(S(=O)(=O)N2CCOC2CNC(=O)C(=O)NCc2ccc3c(c2)OCO3)cc1 (stereo not drawn) | 0% | -6% | -11% | -18 | -26% | 3% | 9% | 31% | 0.8
5 | COCCNC(=O)c1onc(CSc2ccccc2C)c1C(=O)O | -6% | -5% | -2% | -27 | -11% | -10% | -14% | -21% | 1.3
6 | Cc1ccc(C(=O)COC(=O)c2cnccn2)cc1[N+](=O)[O-] | -4% | -4% | 17% | -19 | 1% | -14% | -10% | 26% | -2.1
7 | CCC(C)NC(=O)Cn1c(=O)sc2ccccc21 (stereo not drawn) | -7% | -25% | 0% | 3 | 9% | -11% | 3% | 1% | 0.2
8 | Cn1c(=O)[nH]c(=O)c2c1nc(N1CCc3ccccc3C1)n2CCSc1nc2ccccc2s1 | -9% | -1% | 20% | . | 9% | -5% | -4% | 17% | -2.1
9 | CC(C)CC(OC(=O)c1ccco1)C(=O)NC1CCCCC1 (stereo not drawn) | 3% | -15% | -6% | 4 | 5% | -4% | 22% | 6% | 0.3
10 | CCOC(=O)C1=C(c2ccccc2)NC(=S)NC1c1ccc(C)c([N+](=O)[O-])c1 (stereo not drawn) | -4% | 5% | -21% | -2 | -3% | -13% | -6% | . | -0.4
11 | COCCNC(=O)C1CCCN(C(=O)c2ccc(SC(F)(F)F)cc2)CC1 (stereo not drawn) | -1% | -1% | 5% | -5 | -6% | -4% | -1% | 7% | 1.6
12 | N#Cc1cc2cc3c(cc2nc1Cl)OCCO3 | 6% | -3% | 20% | -11 | -2% | -6% | -11% | -24% | -1.5
13 | O=S(=O)(Cc1cc(Oc2ccccc2)nc(-c2ccccc2)n1)c1ccccc1 | 4% | -25% | -22% | 4 | 16% | -3% | 20% | -6% | 0.0
14 | COc1ccc(O)c(/C=N/NC(=S)NCCc2ccccc2)c1 | 2% | -7% | -6% | ? | 5% | -3% | ? | 9% | -4.7
15 | COC(=O)c1cc2c(C)c(C)c3ccccn3c-2c1C(=O)OC | -5% | -17% | 7% | 5 | 7% | -11% | -19% | 10% | 28

Copied from the list.
Under IL2 activator, Cn1c(=O)[nH]c(=O)c2c1nc(N1CCc3ccccc3C1)n2CCSc1nc2ccccc2s1 shows -2.1
Under IL2 activator, Cc1cc(=O)n2cc(-c3ccccc3)nc2[nH]1 shows -1.6

In the list so far, four have an aryl thioether with sulfur outside any ring:
entry | mol | aSyn rescue | WRN inhibitor | EPAC1 antag | PI5P4K alpha inh | EPAC1 agonist | PLK1 PBD inh | Abeta rescue | FUS yeast rescue | IL2 activator
2 | CCCSc1ccc([C@@H]2[C@@H]3C(=O)N(CC)C(=O)[C@@H]3[C@]3(C(=O)OC)CCCCN23)cc1OC | 10% | -8% | -8% | 5 | 1% | -7% | 12% | ? | 2.3
5 | COCCNC(=O)c1onc(CSc2ccccc2C)c1C(=O)O | -6% | -5% | -2% | -27 | -11% | -10% | -14% | -21% | 1.3
8 | Cn1c(=O)[nH]c(=O)c2c1nc(N1CCc3ccccc3C1)n2CCSc1nc2ccccc2s1 | -9% | -1% | 20% | . | 9% | -5% | -4% | 17% | -2.1
11 | COCCNC(=O)C1CCCN(C(=O)c2ccc(SC(F)(F)F)cc2)CC1 (stereo not drawn) | -1% | -1% | 5% | -5 | -6% | -4% | -1% | 7% | 1.6

More results follow:
entry | mol | aSyn rescue | WRN inhibitor | EPAC1 antag | PI5P4K alpha inh | EPAC1 agonist | PLK1 PBD inh | Abeta rescue | FUS yeast rescue | IL2 activator
16 | CCc1ccc(NC(=O)Cn2ncc3c4ccccc4n(C)c3c2=O)cc1 | 8% | 6% | 3% | -7 | 7% | 24µM* | 17%&-1% | 9%&-11% | -0.7
17 | COc1ccccc1OCC(=O)Nc1ccc2c(c1)n(C)c(=O)n2C | 3% | -6% | -5% | 4 | -6% | -1% | -8% | 4% | -1.1
18 | O=C(Nc1ccccc1N1CCOCC1)C1=COCCO1 | -8% | -5% | 5% | 0 | 9% | -7% | 0% | 35% | 0.9
19 | COc1ccc(C(=O)COc2ccc(C)cc2NC(C)=O)cc1 | 1% | -13% | -4% | 4 | 5% | -11% | -11% | 6% | -5.7
20 | CCC1Nc2ncnc(N3CCN(c4ccccc4)CC3)c2N(Cc2ccc(Cl)cc2)C1=O (stereo not drawn) | 16% | -4% | -10% | 1 | 3% | -10% | 4% | ? | -0.3
21 | COc1ccc(C2(O)CCN(CC(=O)Nc3nccs3)CC2)c(OC)c1 | 5% | 2% | 12% | . | 2% | -3% | 26% | 25% | -2.1
22 | C/C=C/c1cc(OC)c2c(c1)[C@H](C)[C@@H](c1ccc(O)c(OC)c1)O2 | 7.9µM* | 4% | -11% | 2 | -6% | -12% | -12% | 29% | 0.1
23 | Cc1cccc(N2CCN(C(=O)C3CCN(S(=O)(=O)c4cccc5nsnc45)CC3)CC2C)c1 (stereo not drawn) | 10% | 9% | 0% | 8 | -2% | -2% | -15% | 22% | -2.6
24 | CCOc1ccccc1C(=O)NCC(=O)NCCc1ccc(S(N)(=O)=O)cc1 | -6% | 3% | -2% | -3 | -4% | -6% | -15% | 9% | 0.2
25 | CC(=O)Nc1ccc(OCC(=O)N2CCc3ccccc3C2)cc1 | 2% | 1% | -14% | -2 | -2% | -2% | -16% | -5% | -3.3
26 | CCN(CC)c1ccc(/C=N/Nc2ccccc2)c(O)c1 | 9% | -7% | 12% | . | 1% | ? | -5% | 26% | -3.5
27 | C/C(=N\NC(=O)c1ccccc1)c1ccc(-n2ccnc2)cc1 | 5% | -9% | -12% | 7 | 7% | 4% | 4% | -37% | 0.1
28 | O=C(NC1CCCC1)c1cc2ccccc2o1 | 1% | 1% | -6% | -1 | -3% | -9% | -8% | 1% | -1.7
29 | O=C(NCC(=O)N(CC1CCCO1)C1(C(=O)NC2CCCCC2)CCCCC1)c1ccccc1 (stereo not drawn) | 5% | 9% | 7% | . | -5% | 3% | 4% | 22% | 2.0
30 | O=C(OCc1ccccc1)c1ccc(Br)o1 | -1% | -3% | -2% | 6 | 1% | -14% | -10% | 11% | -0.5
31 | COc1ccc(NS(=O)(=O)c2cccc(C(=O)N/N=C/c3c(F)c(F)c(F)c(F)c3F)c2)cc1 | -5%[1.84 µM] | 8% | 2% | 1 | -10% | -9% | -8% | 20% | 0.4
32 | O=C(COC(=O)c1cccnc1Cl)c1ccc(F)cc1 | 1% | -3% | -3% | -3 | -12% | -1% | 2% | 9% | -1.4
33 | CCCOc1cc(NCc2ccccc2)c2ncn(C(C)C)c2c1 | -40%[inhibitor] | -5% | -15% | 5 | -18% | 0% | -26% | 31% | -0.6
34 | COc1ccc(C(=O)N2CCN(S(=O)(=O)N3CCOCC3)CC2)cc1OC | 0% | -16% | 12% | 5 | -3% | 2% | 20%[9.22 µM] | -32% | -2.3
35 | CCN(CC)CC(=O)NC1CCCc2c1cnn2-c1cc(F)cc(F)c1 (stereo not drawn) | 1% | -3% | -2% | 1 | -1% | 1% | 6% | 12% | 1.9
36 | CCN(CC)C(=O)CN(c1cc2c(cc1OC)oc1ccccc12)S(=O)(=O)c1ccc(C)cc1 | -2% | -6% | -1% | 7 | -8% | -5% | 7% | 32% | -0.8
37 | COc1ccc(C)cc1NC(=O)CSc1nnc(COc2ccc(C)cc2)n1Cc1ccco1 | 1% | -27%[57.1 µM] | -1% | 6 | 0% | -10% | 4% | 13% | 0.1
38 | N#Cc1ccccc1S(=O)(=O)N1CCN(C(=O)CN2CCCC2c2cccs2)CC1 (stereo not drawn) | -7% | 0% | -3% | -4 | 7% | -6% | -2% | 8% | 0.4
39 | CCC(C(=O)c1ccccc1)P(=O)(NN)c1ccccc1 (stereo not drawn) | -4% | -18% | 0% | -19 | -3% | 1% | -5% | -8% | -0.6
40 | COc1cc(C=NNC(=O)c2ccccc2-n2cccc2)ccc1O | -13% | ? | -22% | 7 | 4% | -9% | -2% | 19% | 0.2
